Screens: PubChem BioAssay, several laboratories
ABCB6 inh MLPCN – human ABCB6 transporter inhibition | AID 602162 | Q9NP58 | K562-ABCB6 porphyrin accumulation, flow cytometry, 1 h; hits give low values | fluorescence ratio to DMSO, % at 10 µM | 360,000 compounds, 0.19% hits;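 active = fluorescence ratio to DMSO below 75%, the collection mean minus 3 SD; inconclusive = too few cells collected in the well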;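 also: signal is porphyrin accumulated inside mitochondria; 100% equals median channel fluorescence of DMSO control wells; lower ratio means ABCB6 inhibition with less porphyrin fluorescence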
Glyco luc inh – N-linked glycosylation inhibition | D54 ERlucT glycosylation luciferase reporter, 24 h; percent of 100 nM tunicamycin response | reporter increase, % at 12.5 µM | 360,000 compounds, 0.23% hits;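 active = mean luciferase reporter signal, scaled so untreated is 0 and the glycosylation-blocking control 100, at or above a set limit in every replicate; inconclusive = mean reaches the limit but not every replicate does; inactive = mean below the limit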;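 also: luciferase carries N-glycosylation sites so blocking glycosylation raises the light; 0% = median of neutral control wells and 100% = median of 100 nM tunicamycin wells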
NOD2 RIPK2 PPI – blocks binding of human NOD2 to RIPK2 | 360,000 compounds, 0.38% hits | O43353 | inhibition, % at 4.98 µM | CHO BLA complementation NOD2-RIPK2, CCF4 ratio; in the data active = inhibition above about 21%;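 also: 0% = vehicle only and 100% = reference blocker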
Target sequence (O43353 whole entry, looked up): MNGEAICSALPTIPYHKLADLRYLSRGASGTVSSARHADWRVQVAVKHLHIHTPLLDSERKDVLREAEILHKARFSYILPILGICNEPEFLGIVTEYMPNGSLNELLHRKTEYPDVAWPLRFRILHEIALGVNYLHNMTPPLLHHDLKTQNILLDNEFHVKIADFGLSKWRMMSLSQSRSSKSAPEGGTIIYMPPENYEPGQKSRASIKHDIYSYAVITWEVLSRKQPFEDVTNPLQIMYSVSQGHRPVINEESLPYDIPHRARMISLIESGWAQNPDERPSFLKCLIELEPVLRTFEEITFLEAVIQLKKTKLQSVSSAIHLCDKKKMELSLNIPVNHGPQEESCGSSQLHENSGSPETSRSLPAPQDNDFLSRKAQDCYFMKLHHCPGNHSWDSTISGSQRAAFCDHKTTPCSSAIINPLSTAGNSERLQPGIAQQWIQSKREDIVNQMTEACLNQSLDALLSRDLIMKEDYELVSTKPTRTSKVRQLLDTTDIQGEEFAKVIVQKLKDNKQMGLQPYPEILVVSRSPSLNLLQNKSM
MC4R antag cAMP – antagonists of human melanocortin 4 receptor (MC4R). MC4R-expressing cells, MTII-stimulated cAMP, LANCE TR-FRET. P32245. inhibition, % at 6.5 µM. 360,000 compounds, 0.48% hits;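 active = inhibition above its plate's cutoff, the mean of tested wells on that plate plus 3 SD, cut at about 29% in these data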;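 also: 0% = Melanotan II alone and 100% = Melanotan II plus saturating MCL0020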
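Test system: U2OS cells stably expressing human melanocortin 4 receptor (MC4R); also added: Melanotan II challenge; compound: 6.5 µM single dose; timing: 30-min compound preincubation, 1-h Melanotan II challenge, 1-h detection, room temperature; signal: Eu-cAMP/anti-cAMP TR-FRET, emission 671 nm; repeats: one well per compound, no replicates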
HTR2A ag – agonists of mouse serotonin 5-HT2A receptor (HTR2A); P35363; CHO-K1 mHTR2A beta-arrestin complementation, luminescence; percent of 30 µM serotonin response; activation, % at 7.6 µM; 360,000 compounds, 0.66% hits;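 active = activation above a run cutoff, the mean activation of all tested compounds plus 3 SD, cut at about 14% in these data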;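 also: 0% = plate median of compound wells and 100% = 30 µM serotonin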
Target sequence (P35363 whole entry, looked up): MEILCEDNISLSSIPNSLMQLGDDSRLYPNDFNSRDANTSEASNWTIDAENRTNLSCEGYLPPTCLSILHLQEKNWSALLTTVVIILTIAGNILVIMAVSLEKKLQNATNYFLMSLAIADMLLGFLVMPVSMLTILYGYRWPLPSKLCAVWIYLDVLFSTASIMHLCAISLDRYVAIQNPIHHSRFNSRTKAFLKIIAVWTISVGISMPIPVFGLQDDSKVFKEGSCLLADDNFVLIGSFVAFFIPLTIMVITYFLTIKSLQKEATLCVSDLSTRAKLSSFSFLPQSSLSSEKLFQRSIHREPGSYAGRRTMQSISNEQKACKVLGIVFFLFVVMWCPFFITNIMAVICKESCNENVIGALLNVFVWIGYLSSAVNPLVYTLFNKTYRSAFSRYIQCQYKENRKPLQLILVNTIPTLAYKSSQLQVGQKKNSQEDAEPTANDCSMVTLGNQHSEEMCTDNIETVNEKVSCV
NCOA2 inhibitor – human SRC2 (NCOA2) inhibition; HEK293 GAL4-SRC2 luciferase reporter, luminescence; 370,000 compounds, 0.17% hits; inhibition, % at 9 µM; AID 651957;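 active = inhibition above the mean inhibition of all tested compounds plus 3 SD, set per campaign, cut at about 52% in these data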;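 also: 0% = DMSO treated cells and 100% = cells given Gossypol at 36 µM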
TLR9-MyD88 inh – inhibitors of human TLR9-MyD88 binding; Q9NR96+Q99836; CHO BLA complementation TLR9-MyD88, CCF4 FRET ratio; inhibition, % at 4.98 µM; 340,000 compounds, 0.21% hits; AID 504734;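 active = inhibition above the mean over all tested compounds plus 3 SD, cut at about 21% in these data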;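 also: 0% = DMSO only wells and 100% = clavulanate BLA inhibitor control wells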
ABHD5-PLIN5 inh – blocks binding of human ABHD5 to perilipin-5. inhibition, % at 4 µM. Q00G26+Q8WTS1. 360,000 compounds, 0.78% hits. Split G. princeps luciferase complementation, luminescence, 4 h;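 active = inhibition above the mean inhibition across every tested compound plus 3 SD, cut at about 22% in these data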;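 also: 0% = DMSO only wells and the 100% control is not disclosed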
H9c2 protect – protects H9c2 cardiomyocytes from peroxide injury | H2O2 injury protection, ATPLite, 2 h | protection from H2O2 cell death, % at 20 µM | 360,000 compounds, 0.63% hits | AID 588492;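 active = compounds giving at least 50% protection of heart cells from peroxide-induced death in the single-dose screen, raw or plate-pattern-corrected value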;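 also: 0% = DMSO wells with peroxide and 100% = DMSO wells without peroxide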
MC4R barr agon – agonists of human melanocortin 4 receptor (MC4R) beta-arrestin | activation, % at 8.9 µM | AID 540308 | P32245 | 360,000 compounds, 0.98% hits | U2OS MC4R beta-arrestin complementation, luminescence; percent of melanotan II response, DMSO zero;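 active = activation above a per-plate cutoff, the mean activation of sample wells on that plate plus 3 SD, cut at about 8% in these data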
* = called active by the depositor; ? = inconclusive; nt = not tested or not shown.

SMILES	ABCB6 inh MLPCN	Glyco luc inh	NOD2 RIPK2 PPI	MC4R antag cAMP	HTR2A ag	NCOA2 inhibitor	TLR9-MyD88 inh	ABHD5-PLIN5 inh	H9c2 protect	MC4R barr agon
Cc1ccc(NC(=O)CCc2c(C)nn(-c3ccc(N4CCOCC4)nn3)c2C)cc1F	101	-1	-1	3	1	-25	2	-3	0	-0.8
COc1ccc(Cn2c(O)c(C=Nc3ccc(C)cc3)c3ccccc3c2=O)cc1	98	-4	-5	2	3	6	7	1	-5	0.0
Cc1ccccc1OCC(O)CN1CCN(C)CC1 (centres undefined)	102	-1	2	1	-1	1	-6	5	-1	-1.5
CC1=CC(=O)[C@@H](O)[C@@H](c2ccccc2Br)N1C	99	3	-3	-4	4	-1	-3	2	10	0.0
N#Cc1ccc(S(=O)(=O)N2CCC(C(=O)N3CCN(Cc4ccc5c(c4)OCO5)CC3)CC2)cc1	99	-2	-6	9	4	26	-8	2	-8	-1.9
Cc1ccccc1CN(C)Cc1cc(=O)oc2c(C)c(C)ccc12	93	-11	2	4	-3	0	1	-6	-12	1.0
Cc1ccc(S(=O)(=O)N2CCOCC2)cc1C(=O)Nc1ccc(S(=O)(=O)Nc2nccs2)cc1	91	2	-3	-2	4	-4	-5	-2	-1	1.1
CCOC(=O)N(CC)OC(=O)Nc1ccc(Cl)cc1	94	0	-12	-2	1	-36	-2	-1	0	1.3
COc1cc(C(=O)N/N=C/c2sccc2C)cc(OC)c1OC	100	19	12	-24	-8	25	6	0	19	-0.1
CCCC1(C(=O)OCC)NC(c2ccc(N(C)C)cc2)C2C(=O)N(c3ccc(F)cc3)C(=O)C21 (centres undefined)	98	3	-3	-6	3	5	-3	-5	-1	-0.5
Cc1ccc2nc(COc3ccc(Cl)cc3)cc(=O)n2c1	98	-2	-4	2	0	-13	-9	2	-6	-2.5
O=C(COC(=O)/C=C/c1ccco1)NCc1ccc(Cl)cc1	99	-2	-1	-3	-10	23	-16	-4	1	0.1
CC(C)C(c1nnnn1Cc1ccco1)N1CCN(C2CCCC2)CC1 (centres undefined)	92	-3	-8	4	-1	-25	1	-7	-14	-1.0
O=C(/C=C/Nc1ccc(S(=O)(=O)Nc2cnc3ccccc3n2)cc1)c1cccnc1	101	1	-35	14	2	-43	-8	6	0	3.1
Nc1nc(OCC2CCCCC2)c2[nH]cnc2n1	97	5	-4	10	2	-3	0	3	2	-0.3
Cc1cc(CNC(=O)c2ccc(C)c([N+](=O)[O-])c2)c2ccccc2n1	93	2	2	-18	-1	17	2	-4	-11	-2.0
CCOc1cc(NC(=S)NCC2CCCO2)c(OCC)cc1NC(=O)C1CC1 (centres undefined)	100	0	-8	-4	-3	4	-3	5	9	-0.5
CN(C)c1ccc(NS(=O)(=O)c2ccc(Cl)cc2)cc1	98	-3	7	13	-4	2	-6	-4	-8	0.1
CCCCC(CC)CNCc1cccn1CCN1CCOCC1 (centres undefined)	98	0	-1	-7	0	-19	2	0	-2	0.6
Cc1ccc2nc(SCC(=O)c3c(C)[nH]c4ccccc34)[nH]c2c1	100	5	4	1	6	-8	1	12	1	0.9
Cc1cccc(N(C(=O)Cn2nnc(-c3ccc(F)cc3)n2)C(C(=O)NC(C)(C)C)c2ccncc2)c1 (centres undefined)	85	-2	-2	-1	-3	-2	-2	-2	1	0.3
O=C(CSc1nnc(CN2CCOCC2)n1-c1ccc(Cl)cc1)Nc1ccc2c(c1)OCO2	103	-2	1	9	-2	12	-8	5	12	-0.6
c1ccc2c(c1)OCC(c1csc3ncnc(N4CCCC4)c13)O2 (centres undefined)	92	-4	-6	14	-3	24	-16	0	-29	0.3
O=C(NCCCN1CCCC1)c1cc(Sc2ccc(F)cc2)nc2ccccc12	98	-3	7	5	-5	1	-9	-1	-5	-2.7
COc1cc(OC)c(/C=C2\SC(=O)N(CC(=O)Nc3ccccc3F)C2=O)c(OC)c1	95	-2	16	-1	4	-1	-2	-3	1	-0.9
N/C(Cc1ccc(Cl)cc1Cl)=N\OC(=O)c1ccccc1F	92	-1	-3	18	0	-67	-5	-2	-27	4.1
O=C(NCC(=O)N(c1ccccc1)C(C(=O)NC1CCCC1)c1ccncc1)c1cccs1 (centres undefined)	96	3	2	17	2	-8	-9	1	0	2.9
Cc1nonc1OCCNc1ccc([N+](=O)[O-])cc1[N+](=O)[O-]	96	-2	-4	8	2	5	-1	5	3	-1.6
Cc1cc(C)c(S(=O)(=O)N2CCN(C(=O)c3cc4ccccc4oc3=O)CC2)c(C)c1	98	0	-2	3	4	0	4	5	4	-1.1
COc1cc(/C=C/C(=O)OC(C)C(=O)c2ccccc2)cc(OC)c1OC (centres undefined)	102	-1	-11	15	-1	-16	-19	5	-3	1.4
COc1ccc(C(=O)/C(C#N)=N/Nc2ccccc2[N+](=O)[O-])cc1	98	18	-4	-16	1	-1	-9	1	-16	-2.4
CCN1CCN(CCCN(Cc2ccco2)C(=S)Nc2cc(Cl)ccc2C)CC1	98	0	7	15	-5	8	18	-5	1	-0.2
CCCn1nc(NS(=O)(=O)c2ccccc2[N+](=O)[O-])c2cc3ccccc3nc21	107	-1	1	13	1	8	1	-2	2	-3.4
COc1cccc(-c2noc(-c3cccs3)n2)c1	100	-13	-11	3	-6	-95	6	-5	-6	-0.3
C/C(=N/NC(=O)c1ccoc1C)C12CC3CC(CC(C3)C1)C2	nt	0	-2	9	0	-13	0	2	0	-2.0
Cc1cc(=O)[nH]c2[nH][nH]c(=O)c12	104	2	-8	6	-6	-6	-8	-1	-4	-0.4
CN(C)CCCNC(=O)c1cc(S(=O)(=O)N2CCOCC2)ccc1F	98	2	-8	11	-4	-29	-6	2	-3	-0.4
O=C(COC(=O)c1ccccc1NC(=O)c1ccco1)Nc1ccc2c(c1)OCO2	97	0	4	7	0	-3	-1	5	16	1.4
Oc1ccc(-c2cnc3ccccc3n2)cc1	103	-6	-19	-3	-1	-104	6	7	-7	2.8
CCn1nc(C(=O)OCC(=O)NC(C)C)c2ccccc2c1=O	103	4	-3	8	-3	-7	-1	-2	-5	-1.2
O=C(NCCC1=CCCCC1)C1CCN(S(=O)(=O)c2ccc(Br)s2)CC1	94	-1	-2	7	-3	-22	-11	-3	0	-1.2
CCCCNC(=S)NNC(=O)c1ccoc1C	104	2	-10	17	-3	-45	-16	-2	9	0.8
OCCCn1c(-c2ccccc2)csc1=Nc1ccccc1	95	-2	5	28	-4	21	10	-4	-14	-1.4
O=C(O)c1cccc2c1C(=O)c1ccc(-c3ccc(F)cc3F)cc1S2(=O)=O	99	2	3	3	2	-6	3	-4	1	-1.4
c1ccc(-c2cc(-c3ccccc3)[nH]n2)cc1	92	-1	-6	0	-2	-42	-15	-3	-8	1.6
OCC[C@H]1C[C@@H](O)[C@H](O)[C@@]2(Cc3ccccc3O2)O1	97	0	-1	10	7	6	5	8	11	0.1
Cc1ccc(C(C)C)c(OCc2nnc(SCC(=O)Nc3ncc(C)s3)n2C)c1	98	?	-3	-2	7	-7	-20	0	3	13*
CCC(C)NCCOCCOc1ccc(C)cc1OC (centres undefined)	93	-2	-10	3	1	13	-9	-3	5	-2.3
COc1ccc(-c2cc(C(=O)Nc3cccc(S(=O)(=O)NCc4ccco4)c3)c3ccccc3n2)cc1OC	93	0	-4	16	7	5	10	10	10	-1.0
COC(=O)C1=C(C)Nc2ncnn2C1c1ccc(OC(=O)c2ccccc2)cc1 (centres undefined)	100	10	-3	-23	0	2	-1	0	8	1.0
(cont.)
SMILES	ABCB6 inh MLPCN	Glyco luc inh	NOD2 RIPK2 PPI	MC4R antag cAMP	HTR2A ag	NCOA2 inhibitor	TLR9-MyD88 inh	ABHD5-PLIN5 inh	H9c2 protect	MC4R barr agon
COc1ccc(S(=O)(=O)N2CCCCC2)cc1NS(=O)(=O)c1cc(Cl)ccc1Cl	99	0	6	3	-4	14	-1	-1	-1	-1.1
O=C(Nc1cccc([N+](=O)[O-])c1)c1ccc(CN2CCOCC2)cc1	104	0	-5	2	1	-35	-1	3	-3	0.0
Cc1nc(NC(=O)CCc2ccccc2)sc1C	102	-1	-8	13	11	-16	-9	1	-1	1.0
O=C(/C=C/c1ccccc1)c1ccoc1	96	7	-4	10	-1	-10	-3	23*	3	-1.4
O=C(Cn1sc2ccccc2c1=O)N1CCN(C(=O)c2ccco2)CC1	103	0	-7	7	9	-26	-15	-4	4	-2.1
Cc1cc(C(F)(F)F)nc(SCC(=O)NC2CCCCC2)n1	94	-1	3	-2	6	-29	-3	2	2	0.6
CN(Cc1ccccc1)CC1C2CCC(C2)C1O (centres undefined)	98	-1	-10	3	-3	-23	-11	1	0	-1.3
COc1cccc(C(=O)NN/C(C)=C/C(=O)C(F)(F)C(F)(F)C(F)(F)F)c1	102	3	-4	4	-4	-25	10	-4	-2	-1.8
Cc1ccccc1N1C(=O)c2sc3nc4c(c(=O)n3c2C1=O)CCC4	111	3	-3	10	6	nt	0	-4	7	-0.4
CC1CCN(C(=O)COc2ncnc3ccccc23)CC1	100	0	-10	2	2	4	8	-5	1	-1.5
CN(CCNC(=O)C1CCC(=O)N(Cc2cccc(F)c2)C1)CCc1ccccc1 (centres undefined)	105	0	-4	-2	-1	-1	-17	-7	0	-3.3
O=C(c1ccc(S(=O)(=O)Cc2ccccc2F)c([N+](=O)[O-])c1)N1CCCC1	100	-9	14	3	-3	-1	-4	2	-4	-2.9
COCCn1c(SCC(=O)Nc2ccc(F)cc2)nc2c([nH]c3ccccc32)c1=O	106	0	5	13	0	-11	2	-2	2	-1.5
O=c1c2c(-c3cccs3)csc2ncn1-c1ccc(Br)cc1	88	0	-2	4	1	0	2	-1	14	0.8
O=c1[nH]nc(-c2cccs2)c2ccccc12	98	1	-10	-9	3	-20	1	1	70*	-2.7
Cn1ncc2c(Nc3ccc(Br)cc3)nc(Nc3ccc(Br)cc3)nc21	96	2	-12	6	0	23	2	-4	-4	-0.4
C[C@@H]1CN([C@@H](C)CO)S(=O)(=O)c2ccc(Br)cc2O[C@H]1CN(C)Cc1ccc(-c2ccccc2)cc1	98	-7	-9	9	-2	-11	-4	4	-28	0.2
COc1ccccc1C(C(=O)c1ccccc1)c1ccc(O)cc1 (centres undefined)	nt	nt	6	nt	-6	-14	nt	-1	nt	nt
CCc1nc2ccccc2c(C(=O)OCC(=O)NCc2ccc3c(c2)OCO3)c1C	105	3	14	0	-4	-27	0	2	0	0.9
CCOC(=O)c1ccc2nc(C)c3c(c2c1)OC(C)C3 (centres undefined)	96	-3	1	1	8	-19	-9	1	4	-1.4

This is a subset; count on the stated rates, not on these rows.
